Source: PubChem (The Scripps Research Institute Molecular Screening Center)
CHRM1 agonist: agonists of human M1 muscarinic receptor; 0.33% of 360,000 active; P11229; activation, % at 3 µM; CHO-K1 hM1, Fluo-8 calcium fluorescence, agonist mode; 0% DMSO, 100% acetylcholine EC100;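 active means activation above the run's mean compound activation plus 3 SD, cut at about 16% in these data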;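 further: peak over basal fluorescence ratio within a 140 s kinetic read after compound addition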
M1 PAM parental: M1 PAM counterscreen hit in parental CHO-K1 cells | ATP EC20, Fluo-8 calcium fluorescence; 0% at ATP EC20, 100% at ATP max | activation, % at 3 µM | 0.02% of 360,000 active | AID 602247;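 active means activation above the run cutoff, the mean activation of all test compounds plus 3 SD, cut at about 40% in these data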;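 further: peak over basal fluorescence ratio in a 140 s read after ATP addition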
CHO parental Ca: signal in parental CHO cells, OX1R antagonist counter-screen; 0.63% of 330,000 active; parental CHO-K1, ATP-induced calcium, Fluo-8 fluorescence; AID 463079; inhibition, % at 5.6 µM;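 active means inhibition above that plate's mean sample inhibition plus 3 SD, cut at about 26% in these data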;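 further: 0% = ATP-challenged DMSO wells and 100% = DMSO wells without ATP; some compounds past the cut are filed as inactive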
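Test system: untransfected parental CHO cell line. Compound: one dose, 5.6 µM nominal. Detection: intracellular calcium via Fluo-8 no-wash fluorescent dye. Measure: % inhibition. Benchmarks: ATP-challenged DMSO wells low, unchallenged DMSO wells high.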
TAAR1 ag: human TAAR1 agonism; Q96RJ0; CHO RD-HGA16 TAAR1, Fluo-8 calcium fluorescence; vehicle wells 0%, saturating PEA agonist 100%; 0.99% of 360,000 active; activation, % at 3 µM;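 active means activation above the mean activation of all test compounds in the run plus 3 SD, cut at about 38% in these data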
Target sequence (Q96RJ0 whole entry, looked up): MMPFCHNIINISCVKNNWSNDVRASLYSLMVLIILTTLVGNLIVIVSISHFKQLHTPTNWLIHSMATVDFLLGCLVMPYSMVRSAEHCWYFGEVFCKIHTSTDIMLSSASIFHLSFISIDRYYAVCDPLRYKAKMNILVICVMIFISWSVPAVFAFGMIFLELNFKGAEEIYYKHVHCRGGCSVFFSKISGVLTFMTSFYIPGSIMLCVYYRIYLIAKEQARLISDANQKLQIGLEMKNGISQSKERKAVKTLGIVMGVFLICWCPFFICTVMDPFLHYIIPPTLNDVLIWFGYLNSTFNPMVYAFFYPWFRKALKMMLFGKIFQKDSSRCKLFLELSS
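Assay system – CHO-derived RD-HGA16 cells with stable Gα16 and human TAAR1 · Compound dosing – one-point dosing at 3 µM (nominal) · Incubation – 17-24 h seeding, 75 min 37 °C dye, 30 min RT · Measured by – kinetic Fluo-8 calcium fluorescence · Control set – DMSO vehicle as 0%, PEA at EC100 as 100% · Repeats – single well for each compound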
CHO-K1 Ca antag: nonselective inhibitor or artifact in parental CHO-K1 cells | ATP-induced calcium, Fluo-8 fluorescence | inhibition, % at 3 µM | 0.6% of 360,000 active | AID 602250;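 active means inhibition above a per-plate cutoff, the plate's mean sample inhibition plus 3 SD, cut at about 24% in these data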;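 further: 0% = DMSO plus EC80 ATP and 100% = DMSO alone without ATP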
V1R ag counter: V1a receptor agonism, counter-screen for OXTR agonists; P37288; activation, % at 3 µM; CHO-V1R cells, Fluo-8 calcium fluorescence, agonist mode; 0% DMSO, 100% 3 nM vasopressin; AID 2797; 0.25% of 320,000 active;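 active means activation above the mean activation of all tested compounds plus 3 SD, per screening run, cut at about 20% in these data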;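 further: signal is peak over basal fluorescence ratio across a 100 second FLIPR read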
TAAR1 antagonist: antagonists of human TAAR1. CHO RD-HGA16 TAAR1, Fluo-8 calcium fluorescence, antagonist. inhibition, % at 3 µM. AID 624466. Q96RJ0. 1.5% of 360,000 active;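 active means inhibition above a per-plate cutoff, the mean inhibition of test compounds on that plate plus 3 SD, cut at about 49% in these data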;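 further: 0% = DMSO plus EC80 beta-PEA response and 100% = DMSO alone without agonist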
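Test system – hTAAR1-expressing CHO RD-HGA16 cells, Gα16-coupled · Also added – β-PEA at EC80 concentration, post-compound challenge · Compound – 3 µM, single point · Incubation – dye loading 75 min at 37 °C, then 30 min room temperature · Measured by – Fluo-8 intracellular calcium dye fluorescence, real-time kinetic reads · Benchmarks – vehicle and agonist controls · Replicates – singlicate, one well per test compound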
OXTR potentiate: potentiators of human oxytocin receptor | P30559 | activation, % at 3 µM | 0.061% of 320,000 active | CHO-OTR cells, Fluo-8 calcium fluorescence, potentiator mode; 0% = oxytocin EC15, 100% = EC100;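 active means activation above that plate's cutoff, the mean activation of tested compounds plus 3 SD, cut at about 6.6% in these data, passing the limit was not always enough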;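 further: 100% uses oxytocin at 75 nM as the full agonist control; some results filed as inactive read as strong as hits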
Target sequence (P30559 whole entry, looked up): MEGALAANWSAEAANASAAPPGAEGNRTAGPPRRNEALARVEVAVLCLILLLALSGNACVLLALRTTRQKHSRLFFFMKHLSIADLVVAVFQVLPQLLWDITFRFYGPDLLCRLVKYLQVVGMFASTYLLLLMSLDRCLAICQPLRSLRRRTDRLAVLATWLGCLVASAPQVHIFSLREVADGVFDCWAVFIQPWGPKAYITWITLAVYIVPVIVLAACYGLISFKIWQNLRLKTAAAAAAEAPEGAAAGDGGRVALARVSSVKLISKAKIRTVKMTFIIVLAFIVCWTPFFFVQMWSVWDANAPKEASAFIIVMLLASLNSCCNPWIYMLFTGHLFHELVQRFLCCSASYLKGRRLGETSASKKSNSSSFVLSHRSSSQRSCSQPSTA
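Dosing: Single dose, 3.0 µM nominal final compound concentration | Material: Human OTR in CHO cells | Technique: Kinetic Fluo-8 calcium fluorescence | Benchmarks: EC15 oxytocin alone as 0%, 75 nM oxytocin as 100% | Probe or stimulus: Oxytocin at about EC15, sub-maximal agonist stimulus | Incubation: Compound 6 min at room temperature before oxytocin, 100 s read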
M1 ag parental: M1 agonist counterscreen hit in parental CHO-K1 cells; Fluo-8 calcium fluorescence; scaled to maximal ATP response, vehicle zero; activation, % at 3 µM; 0.48% of 360,000 active; AID 602248; in the data active means activation above about 15%;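 further: untransfected CHO-K1 host cells lacking M1 receptor as counterscreen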
Starred values were filed as active, the others as inactive; · = not tested or not shown. Compounds as they come (roughly 3.3% active in at least one column).

SMILES,CHRM1 agonist,M1 PAM parental,CHO parental Ca,TAAR1 ag,CHO-K1 Ca antag,V1R ag counter,TAAR1 antagonist,OXTR potentiate,M1 ag parental
CC1C(=O)N(Cc2cn(CCC3OCCO3)nn2)CCS(=O)(=O)N1Cc1ccc(-c2ccc(Cl)cc2)cc1 (configuration not stated),-2,-6,·,15,2,·,52*,·,11
COC(=O)[C@]12CCCCC=C1N(Cc1ccco1)C(=O)[C@H](CC(=O)N1CCN(C(=O)C3CC3)CC1)C2,·,3,·,3,-15,·,-9,·,3.3
O=C(Cn1nnc(-c2ccccc2F)n1)OCC(=O)c1ccccc1,-6,10,-8,5,-10,1.4,14,-2,0.4
Cc1cc(C)n(-c2nc3ccccc3nc2N2CCN(S(=O)(=O)c3ccc(F)c(C)c3)CC2)n1,-7,-9,-18,2,5,0.2,-17,-2,0.5
C=CCC[C@@H](Cc1ccc(F)cc1)C(=O)OC[C@@H](Cc1c[nH]c2ccccc12)NC(=O)[C@H](CC=C)CC(=O)N[C@H](CO)Cc1ccccc1,-3,23,-15,7,-1,2.1,9,-6,-0.3
Cn1c(=O)c2c(nc(CCc3ccccc3)n2C)n(C)c1=O,0,11,·,1,-5,·,8,·,0.8
Cc1cc(C)c(S(=O)(=O)N2CCCCC2CCNC(=O)C(=O)NCc2ccco2)c(C)c1 (configuration not stated),-6,-10,-25,-1,4,-1.3,-9,-10,-0.4
C=C(C)Cn1c(SCC(=O)N/N=C/c2cccc(O)c2)nc2ccccc2c1=O,-3,19,-20,2,6,1.5,2,0,0.7
CCCCN(C)C(=O)c1coc(=O)c2ccccc12,-3,11,-7,5,-15,0.2,2,-1,0.7
CC(C)CCOP(=O)(c1ccc(N(C)C)cc1)C(O)c1ccccc1 (configuration not stated),-8,25,-18,2,-3,-0.5,14,-18,0.3
Cc1ccc(-n2nc3c(N4CCC(C(=O)NCCc5ccco5)CC4)nnc(C)c3c2C)cc1,-6,22,-32,0,-15,-1.1,-48,-9,-0.9
CN(C)S(=O)(=O)c1ccc(Cl)c(NC(=O)CSc2nc3c(cc2C#N)C(=O)CCC3)c1,-9,19,-11,6,3,1.5,15,-9,17*

The listing continues.
SMILES,CHRM1 agonist,M1 PAM parental,CHO parental Ca,TAAR1 ag,CHO-K1 Ca antag,V1R ag counter,TAAR1 antagonist,OXTR potentiate,M1 ag parental
COc1cccc(S(=O)(=O)NCc2ccc(C(=O)N3CCN(c4ccccc4OC)CC3)cc2)c1,-2,6,-4,10,2,3.2,45,-11,7.5
COc1ccc(O)c(C(=O)c2cc(C#N)c(=O)n(Cc3ccccc3)c2)c1,-5,11,-24,2,7,2.0,8,-11,7.8
CCCn1c(=O)n(N)c2ccccc21,-3,18,-7,2,-3,-0.3,-16,-6,0.1
Cc1c(C(=O)c2ccc(Br)cc2)c(=O)n(C)c(=O)n1C,-1,11,3,2,-2,0.6,-16,-2,0.4
CN(CCc1ccccn1)C(=O)c1ccc(OC2CCN(CCc3ccccc3)CC2)cc1,-5,-22,-20,4,7,0.7,-16,0,1.1
Cc1cccc2c1nc(-c1ccccc1)n1cnnc21,-3,-5,4,6,10,-0.1,3,-7,0.5
c1c2c(cc3sc(N4CCCCC4)nc13)OCO2,-2,-6,-14,5,-8,-1.5,-3,-10,-0.5
N#Cc1ccc(Oc2ncccn2)cc1,-1,21,0,1,-11,0.5,-23,1,0.4
COc1ccc(C2NC(=O)c3ccccc3N2)cc1 (configuration not stated),1,-5,-6,·,-14,1.2,·,-11,1.6
COc1ccc(-n2nnc3c(=O)n(CC(=O)NCC4CCCO4)cnc32)cc1 (configuration not stated),-7,-11,-4,8,4,0.4,7,0,-0.1
O=C(Nc1cccc(S(=O)(=O)N2CCCC2)c1)c1cc(=O)[nH]c2ccccc12,-7,-3,-17,1,-10,0.4,-7,4,0.0
CCC(=O)c1ccc(OCC(=O)NCCCN2CCOCC2)cc1,-3,-5,·,1,-4,·,-17,·,0.8

Of the compounds above, these contain a carbonyl joined to an NH by a bond outside any ring.
SMILES,CHRM1 agonist,M1 PAM parental,CHO parental Ca,TAAR1 ag,CHO-K1 Ca antag,V1R ag counter,TAAR1 antagonist,OXTR potentiate,M1 ag parental
C=CCC[C@@H](Cc1ccc(F)cc1)C(=O)OC[C@@H](Cc1c[nH]c2ccccc12)NC(=O)[C@H](CC=C)CC(=O)N[C@H](CO)Cc1ccccc1,-3,23,-15,7,-1,2.1,9,-6,-0.3
Cc1cc(C)c(S(=O)(=O)N2CCCCC2CCNC(=O)C(=O)NCc2ccco2)c(C)c1 (configuration not stated),-6,-10,-25,-1,4,-1.3,-9,-10,-0.4
C=C(C)Cn1c(SCC(=O)N/N=C/c2cccc(O)c2)nc2ccccc2c1=O,-3,19,-20,2,6,1.5,2,0,0.7
Cc1ccc(-n2nc3c(N4CCC(C(=O)NCCc5ccco5)CC4)nnc(C)c3c2C)cc1,-6,22,-32,0,-15,-1.1,-48,-9,-0.9
CN(C)S(=O)(=O)c1ccc(Cl)c(NC(=O)CSc2nc3c(cc2C#N)C(=O)CCC3)c1,-9,19,-11,6,3,1.5,15,-9,17*
COc1ccc(-n2nnc3c(=O)n(CC(=O)NCC4CCCO4)cnc32)cc1 (configuration not stated),-7,-11,-4,8,4,0.4,7,0,-0.1
O=C(Nc1cccc(S(=O)(=O)N2CCCC2)c1)c1cc(=O)[nH]c2ccccc12,-7,-3,-17,1,-10,0.4,-7,4,0.0
CCC(=O)c1ccc(OCC(=O)NCCCN2CCOCC2)cc1,-3,-5,·,1,-4,·,-17,·,0.8
